From PubChem
Artemis endo inh = Artemis (human) endonuclease inhibition. recombinant Artemis, quenched FAM hairpin cleavage fluorescence. AID 686954. Q96SD1. 0.78% of 30,000 active. inhibition, % at 10 µM;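 active = at 10 µM dose, at least 30% inhibition, measured as corrected fluorescence normalized to stimulator and neutral control wells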
Target sequence (Q96SD1 whole entry, looked up): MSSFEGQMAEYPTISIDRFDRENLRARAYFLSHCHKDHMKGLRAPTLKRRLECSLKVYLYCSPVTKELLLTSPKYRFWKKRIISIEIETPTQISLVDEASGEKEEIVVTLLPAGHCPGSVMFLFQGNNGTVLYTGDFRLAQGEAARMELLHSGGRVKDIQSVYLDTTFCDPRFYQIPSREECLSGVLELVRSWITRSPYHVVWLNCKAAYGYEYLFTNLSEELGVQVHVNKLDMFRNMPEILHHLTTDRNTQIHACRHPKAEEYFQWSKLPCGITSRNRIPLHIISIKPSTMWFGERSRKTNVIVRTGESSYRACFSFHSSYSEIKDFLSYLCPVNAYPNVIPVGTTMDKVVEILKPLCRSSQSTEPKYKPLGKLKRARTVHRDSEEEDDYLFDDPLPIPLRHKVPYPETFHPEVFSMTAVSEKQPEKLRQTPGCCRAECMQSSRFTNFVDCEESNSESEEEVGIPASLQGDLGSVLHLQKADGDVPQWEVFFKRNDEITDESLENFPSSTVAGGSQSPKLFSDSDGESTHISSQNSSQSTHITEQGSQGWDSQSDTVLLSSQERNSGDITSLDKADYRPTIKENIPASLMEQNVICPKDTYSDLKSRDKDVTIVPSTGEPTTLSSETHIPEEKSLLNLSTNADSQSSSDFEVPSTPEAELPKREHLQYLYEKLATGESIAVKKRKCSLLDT
* = called active by the depositor. A portion of the library (hit frequency here may not be typical).

SMILES	Artemis endo inh
CCSc1nc2cc(OC)c(OC)cc2c(=O)n1CC	4.8
COc1ccc2c(c1)-c1c(sn(-c3ccc(OC)c(OC)c3)c1=S)C(C)(C)N2	-2.9
Cn1c(/C(C#N)=C2/CCCCCN2)nc2ccccc21	-2.6
CCOc1ccc(NC(=O)CSc2nnc(C)n2Cc2ccccc2)cc1	-0.9
O=C(CN1CCC(O)CC1)N1c2ccccc2C=Cc2ccccc21	0.8
O=S(=O)(Cc1cc(-c2ccc(Cl)cc2)no1)c1ccccc1	3.6
Cc1ccc(C)c(NC(=O)c2sc(Cl)nc2-c2ccccc2)c1	-2.1
Cc1cccc(N2CCN(C(=O)Cc3c(C(=O)O)[nH]c4ccc(Cl)cc34)CC2)c1C	12.9
CCN1CCN(C2=C(Cl)C(=O)N(Cc3ccccc3)C2=O)CC1	-1.7
Nc1c(NCc2ccccc2)c(=O)[nH]c(=O)n1Cc1ccccc1	4.9
COc1ccc(CNC(=O)C(=O)NCC2CCCO2)cc1 (stereo not given)	2.0
CCOC(=O)N1CCN(CC(=O)c2c(C)[nH]c3ccccc23)CC1	-6.8
CCOc1cc(/C=N/NS(=O)(=O)c2ccccc2)ccc1OS(=O)(=O)c1ccc(C)cc1	13.4
CCCCCCOc1ccc(OC(=O)c2ccncc2)cc1	-0.6
CCCCn1c(SCC(=O)NCc2ccco2)nnc1-c1ccoc1C	21.6
COn1c(-c2ccccc2)nc2c1CCc1c-2no[n+]1[O-]	-1.4
NC(=O)C1(N2CCCCC2)CCN(C(=O)c2ccc(C#Cc3ccccc3)o2)CC1	9.3
COc1cccc(OCC(O)CN2CCOCC2)c1 (stereo not given)	-1.9
COc1ccc(C(=O)c2c[nH]c(C(=O)NCc3ccco3)c2)cc1	-16.4
COc1cc(OC)cc(C(=O)Nc2ccc(-c3nc4ccccc4o3)cc2)c1	5.6
COC(=O)c1c(C)c(C)nc(N)c1C#N	-2.4
CCCOc1c(OC)cccc1C1CC(=O)Nc2cc3c(cc21)OCCO3 (stereo not given)	-3.6
CCCOc1ccc(OCCSc2ncccn2)cc1	-6.6
CC1CC(C)CN(c2ccc(C(=O)OCC(=O)NC3CCCc4ccccc43)cc2[N+](=O)[O-])C1 (stereo not given)	12.5
CN(C)S(=O)(=O)c1cccc(NC(=O)COC(=O)CCc2nc3ccccc3s2)c1	5.2
Cc1c(C(=O)N(C)C)sc2nc(-c3ccccn3)[nH]c(=O)c12	0.1
CCC(=O)Nc1cccc(C(=O)/C=C/c2cc(Br)ccc2OC)c1	1.9
CCn1c(N2CCN(C(=O)Nc3ccc(F)cc3)CC2)nc2ccccc21	-4.4
O=C(c1cn(-c2ccccc2)nc1-c1cccs1)N1CCOCC1	0.1
CCN(c1ccccc1)S(=O)(=O)c1ccc(C(=O)Nc2nccs2)cc1	-0.2
O=C(O)CC1Sc2nc3ccccc3n2C1=O (stereo not given)	-5.6
CCCCCc1c(C)nc(Nc2ccccc2)[nH]c1=O	3.6
O=C/C(=C\Nc1ccccn1)c1nc2cc(Cl)ccc2o1	9.1
Cc1c(NC(=O)CSc2ccccn2)c(=O)n(-c2ccccc2)n1C	0.3
CCOc1ccc(NC(=O)[C@@H](NC(=O)c2ccccc2)[C@@H](C)CC)cc1	-2.3
CCCCOc1ccccc1NC(=O)Cn1c(-c2nonc2N)nc2ccccc21	18.0
CC(=O)c1ccc(N2CCN(c3ncc(C(F)(F)F)cc3Cl)CC2)cc1	1.4
CCCCOc1ccc(C(=O)Nc2ccncc2)cc1	-3.7
CC(C)CC(=O)c1c[nH]c(C(=O)NCC2CCCO2)c1 (stereo not given)	-7.8
CCN(CC)CCCNc1nnc(C)c(=O)[nH]1	2.3
Cc1cccc(OCC(O)CNC(=O)c2ccccc2C(=O)O)c1 (stereo not given)	-5.4
O=C1NC(=O)/C(=C\c2ccc(Sc3ccc(Cl)cc3)o2)N1	3.9
O=C(c1ccc2c(c1)OCO2)N(c1ccccc1)C1C=CS(=O)(=O)C1 (stereo not given)	15.6
COCc1c(Br)c(C)nc(OCC(=O)O)c1C#N	-8.7
COC(=O)CCC(=O)Nc1cccc(C(=O)Nc2cccc(Cl)c2)c1	-3.4
COc1ccc(-c2nc(N)ncc2Oc2ccccc2Br)c(O)c1	-7.2
O=C1C2Sc3[nH]c(=O)sc3C(c3ccccc3)C2C(=O)N1c1ccc(Cl)cc1 (stereo not given)	8.0
Cc1cc(C(F)F)n2ncc(C(=O)NCc3ccccc3C(F)(F)F)c2n1	1.5
Cc1cc(C)nc(N(C#N)CCOc2ccc(Cl)cc2)n1	-8.0
COc1ccc(OC)c(/C=N/N(C)c2ccccc2)c1	-6.6

Next structures follow:
SMILES	Artemis endo inh
O=C(Nc1ccc(Cl)cc1)NC1CCCCC1Cc1ccco1 (stereo not given)	17.3
COc1ccccc1CCN1C(=S)NC(C)(C)CC1(C)O (stereo not given)	-1.6
CCOC(=O)c1c(C)n(CC(O)c2ccccc2)c2ccc(O)cc12 (stereo not given)	-2.8
CCN1CCN(CC(O)COCc2ccccc2)CC1 (stereo not given)	13.6
N#Cc1c(N)sc2c1CCN(CCc1ccccc1)C2	14.2
Cc1ccc(-n2ccc(=O)c(C(=O)O)n2)cc1	4.7
Cc1ccc2nc(C)cc(C(=O)OCC(=O)c3ccc(Cl)c([N+](=O)[O-])c3)c2c1	-4.1
CCOC(=O)c1cnc2c(C#N)c(C)nn2c1C	1.9
COCCNC(=O)Cn1cnc2c1c(=O)n(C)c(=O)n2C	4.1
Cc1sc2ncnc(N3CCC(C)CC3)c2c1C	0.3
O=C(OCc1ccccn1)c1ccc(COc2ccccc2Cl)o1	-2.4
Cc1ccc(C)n1/N=C1/NC(=O)CS1	22.5
Cc1ccc2cc(CN(C(=O)C3CCCO3)C3CCCCC3)c(=O)[nH]c2c1 (stereo not given)	5.0
Cc1ccc2c(CC(=O)O)coc2c1C	-9.4
Cc1ccccc1-c1nnn(CC(=O)N2CCN(S(=O)(=O)c3ccc(Cl)cc3)CC2)n1	22.1
CCCNC(=O)c1ccccc1C(=O)NCCC	-4.7
COc1cc(N2C(=O)c3ccccc3C2=O)c(Cl)cc1C(=O)OCC(=O)NCc1ccco1	0.1
CCCCC(=O)NCCc1cc2ccc(OC)cc2[nH]c1=O	-0.9
Nc1nnnn1/N=C/c1ccccc1C(F)(F)F	-8.3
CCOc1ccccc1NC(=O)COn1nnc2ccccc21	4.1
Cc1ccc(S(=O)(=O)NC2CCCC2)cc1C	-1.5
CC(C)NC(=O)C(=O)NCCCOC(C)C	-3.3
BrC(=C\c1ccccc1)/C=N/N1CCN(c2ccccn2)CC1	-0.5
O=C1CC(c2cccc(Cl)c2)C(n2cncn2)C(=O)C1C1NCCc2ccccc21 (stereo not given)	-4.0
O=C(CCS(=O)(=O)c1ccc(Br)cc1)NCc1cccs1	-7.6
OC(COc1ccc2c(c1)CCC2)Cn1cnc2ccccc21 (stereo not given)	2.9
CCC(C)c1ccc(OCCCCN2CCOCC2)cc1 (stereo not given)	-7.4
CCOc1ccccc1NC(=O)c1ccccc1N(C)S(C)(=O)=O	-0.7
COc1ccc(C(=O)Cn2nnc(-c3ccccc3NC(=O)C3CC3)n2)cc1	2.0
CC1CCc2c(sc3nc(SCC(=O)NCc4ccco4)nc(N)c23)C1 (stereo not given)	5.8
COc1ccccc1NC(=O)CN1CCN(CC(=O)Nc2ccc3c(c2)OCO3)CC1	-5.1
N#Cc1c(-c2ccco2)cc(-c2ccccn2)nc1N	26.2
CCC(C)C(NC(=O)[C@@H](NC(=O)c1ccccc1F)C(C)C)C(=O)OC (stereo not given in full)	-5.3
O=C(NCc1cccnc1)c1cccc(F)c1	-3.4
CC(C)NC(=O)N1CCN(c2ccncc2S(=O)(=O)N2CCOCC2)CC1	-4.5
O=C1CC(c2cccs2)CC2=C1C(c1ccccc1)n1ncnc1N2 (stereo not given)	10.5
COc1ccc(N2CCN(C(=O)Cc3cccs3)CC2)cc1	6.6
Cc1ccc(SCc2cc(=O)n3[nH]c(C)nc3n2)cc1	-5.6
O=S1(=O)CCN2C(Cc3ccc(SC(F)F)cc3)=CSC2=N1	2.1
COCCCNc1cc(C)nc2ccccc12	3.8
O=C(O)C1CC(=O)N(CCc2ccccc2)C1 (stereo not given)	-0.4
Cc1cc(=O)n2nc(N3CCCC(C(=O)N4CCOCC4)C3)sc2n1 (stereo not given)	5.8
CCOC(=O)CC1=NC(=O)CS1	-4.3
CCCN(CCC)c1nc2ccccc2nc1C(C#N)C(=O)OCCOC (stereo not given)	9.8
CCCCCCCCCOC(=O)C[n+]1csc(CCO)c1C	-1.5
C=CCN(CC(=O)NCC1CCCO1)C(=O)CCC(=O)Nc1cc(C)on1 (stereo not given)	1.4
CCCCc1nc(SCC(=O)Nc2ccc(S(N)(=O)=O)cc2)n[nH]1	-8.1
CC1CC(C)CN(c2ncc3c(n2)CC(c2ccccc2Cl)CC3=O)C1 (stereo not given)	0.0
COc1ccc(Cn2nnnc2C(c2ccccc2)N2CCN(C3CCCC3)CC2)cc1 (stereo not given)	4.7
CCOCCCN(C(=O)Cn1nnc2ccccc21)C(C(=O)NCc1ccco1)c1ccncc1 (stereo not given)	-6.2

(cont.)
SMILES	Artemis endo inh
O=C(Nc1cccc(-c2nc3ncccc3o2)c1)c1ccco1	-6.5
O=C(c1ccccc1)n1nnc2ccccc21	-9.5
CCOc1ccc2nc(NC(=O)C(CCSC)NS(=O)(=O)c3cccs3)sc2c1 (stereo not given)	-0.6
Cc1ccc(C(=O)Oc2cccc(NC(=O)c3cccs3)c2)cc1S(=O)(=O)N1CCOCC1	2.2
CC(=O)OCP(C)(=O)COC(C)=O	-3.9
NCC(O)COc1ccc2c(c1)OCO2 (stereo not given)	1.1
COc1ccc(N=C2SC(C(N)=O)CC(=O)N2CCc2ccc(OC)c(OC)c2)cc1 (stereo not given)	-6.1
CS(=O)(=O)N1CCN(C(=O)c2ccncc2)CC1	0.6
CC(CN1CCCCC1)OC(=O)c1ccc2c(c1)OCO2 (stereo not given)	3.5
CC(c1ccccc1)n1cc(C(=O)NCc2ccccn2)nn1 (stereo not given)	3.3
COCCCNc1nc2c(c(=O)n(C)c(=O)n2C)n1Cc1cccc(OC)c1	-7.0
CC(=O)Nc1c2c3c(cccc3n(C)c1=O)C(=O)c1ccccc1-2	-11.4
O=C(/C=C/c1ccco1)NC(=S)Nc1ccc(N2CCOCC2)c(Cl)c1	3.4
CCOc1ccc(Br)cc1CC(=O)O	11.4
COc1cccc(NC(=S)NCCC(c2ccccc2)c2ccccc2)c1	12.7
OC1(c2cn(Cc3ccccc3)nn2)CCCCC1	-5.5
Cc1ccc(NC(=O)NNC(=O)Cn2nc(-c3ccccc3)c(-c3ccccc3)c(C#N)c2=O)cc1	9.1
Cc1nc2nc(SCC(=O)C(C)(C)C)[nH]c2cc1Br	1.6
Cc1nnc(SCC(=O)Nc2ccc(Br)cn2)[nH]c1=O	-5.7
Clc1cc(CSc2ccccc2)nc(-c2ccccc2)n1	-0.2
COc1ccc2c(c1OC)C(=O)OC2CC(=O)c1ccc(N(C)C)cc1 (stereo not given)	2.6
CC1CCCCN1C(=O)Cn1cc(C#N)c2ccccc21 (stereo not given)	-0.4
COc1nc(OC)nc(N(C)CCO)n1	-7.2
Cc1ccccc1CSCC(=O)N/N=C/c1cccs1	0.2
O=C(c1ccccc1-c1ccccc1)N1CCOCC1	0.1
c1ccc(CSc2nnc(-c3ccco3)n2Cc2ccccc2)cc1	2.7
Cc1cc(C)n(Cc2ccc(Cl)c(Cl)c2)c(=O)c1S(=O)(=O)c1ccccc1	-0.5
CC1(c2ccc3noc(-c4ccccc4)c3c2)OCCO1	4.8
CO/N=C(/CNC(=O)c1ccc(Cl)cc1Cl)c1ccc(Cl)cc1	-4.0
O=C(CSc1nnc(CNC(=O)c2ccccc2F)o1)NCC1CCCO1 (stereo not given)	0.1
CCn1c(=O)c(=O)[nH]c2cc(C(=O)N3CCN(c4ccccc4F)CC3)ccc21	-2.2
CCc1ccc2c(c1)c1nc(C)sc1n2CC	2.8
O=C(C1CCCO1)N1CCN(S(=O)(=O)c2cccc3nsnc23)CC1 (stereo not given)	-5.3
CC(C)n1c(=NC(=O)c2ccco2)c(C#N)cc2c(=O)n3ccccc3cc21	-0.4
CCOC(=O)n1c(=O)n(Cc2ccccc2Cl)c2ccccc21	0.0
Cc1sc2ncnc(NCc3ccco3)c2c1C	2.3
O=c1/c(=C\c2cccn2-c2ccccc2)sc2nc3ccccc3n12	0.8
O=C1Nc2ncccc2OC1CCCl (stereo not given)	-3.8
CC1(C)CC(=O)C2=C(C1)NCN(Cc1ccc3c(c1)OCO3)C2	0.6
CN(C)CCNc1nc2c(c(=O)[nH]c(=O)n2C)n1CC(O)COc1ccc(Cl)cc1Cl (stereo not given)	-1.2
c1coc(CNc2nc(N3CCCCC3)nc3ccccc23)c1	5.7
COc1ccc(C(=O)CSc2nc3ccccc3n2CC(=O)NC(C)(C)C)cc1	-6.5
N#CC1(P(=O)(c2ccccc2)c2ccccc2)CC1	-0.5
Cc1ccnc(-n2sc3ccccc3c2=O)n1	-4.9
